High-throughput results: PubChem, several laboratories
TRPC4 potent: allosterically enhances the mouse TRPC4 cation channel | HEK293 TRPC4beta/mu-opioid, DAMGO EC20, Fluo-4 Ca2+ flux; active compounds read high | AID 2227 | B-score at 10 µM | 310,000 compounds, 0.42% hits;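 active = B-score of calcium response area above 5 SD of library B-scores, with initial fluorescence ratio within 5 SD of library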;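 also: B-score of integrated fluorescence ratio over time as area under calcium response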
MrgX1 antagonist: blocks BAM8-22 activation of human MrgX1 receptor | 310,000 compounds, 1.3% hits | Q96LB2 | B-score at 10 µM | MRGX1-HEK293 calcium flux, Fluo-4, BAM8-22 antagonism; active compounds read low | AID 588676;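 active = calcium-response B-score plate-corrected more than 3 library SD below zero, starting fluorescence within 5 deviations, no agonist response on first addition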;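 also: peak minus trough fluorescence over baseline after final BAM8-22 challenge near maximal dose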
Target sequence (Q96LB2 whole entry, looked up): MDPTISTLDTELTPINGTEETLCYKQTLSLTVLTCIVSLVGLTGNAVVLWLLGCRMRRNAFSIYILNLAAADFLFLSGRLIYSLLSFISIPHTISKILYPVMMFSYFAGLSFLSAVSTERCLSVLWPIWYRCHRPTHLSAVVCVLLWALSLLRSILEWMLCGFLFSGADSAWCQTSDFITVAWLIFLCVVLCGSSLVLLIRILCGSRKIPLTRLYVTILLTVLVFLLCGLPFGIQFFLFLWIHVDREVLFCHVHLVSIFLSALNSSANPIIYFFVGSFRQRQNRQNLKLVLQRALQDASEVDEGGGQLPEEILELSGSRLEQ
TRPC4 agonist: activators of mouse TRPC4 channel. 310,000 compounds, 0.49% hits. B-score at 10 µM. Q9QUQ5. AID 2237. HEK293 TRPC4beta/mu-opioid, Fluo4 calcium fluorescence; active compounds read high;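 active = B-score above 5 SD of library B-scores, and initial fluorescence ratio not above library mean plus 5 SD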;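 also: positive B-score marks a calcium rise read as TRPC4 activation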
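Assay system: HEK293 cells stably co-expressing mouse TRPC4beta and mu-opioid receptor / Timing: Fluo4 dye loading 45 min at room temperature, 110 s recording / Signal: Fluo4 calcium-sensitive dye fluorescence, kinetic, 1 Hz baseline / Read-out: integrated baseline-normalised fluorescence ratio, converted to per-well B score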
TRPC6 inhibitor: mouse TRPC6 channel inhibition | Q61143 | HEK293-TRPC6, membrane potential dye, ACh-evoked depolarization; active compounds read low | B-score at 10 µM | 310,000 compounds, 1.1% hits;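 active = B-score under library mean minus 3 SD, initial fluorescence not abnormally high, positive integrated signal ratio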;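 also: B-score derived from integrated fluorescence ratio over the kinetic read; more negative B-score means stronger inhibition of depolarization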
MrgX1 allo act: human MrgX1 positive allosteric modulation, primary screen; Q96LB2; MrgX1-HEK293, Fluo-4 calcium flux, FDSS; active compounds read high; B-score at 10 µM; 310,000 compounds, 0.63% hits; AID 588675;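 active = plate-corrected calcium response at least 3 library SD above typical, normal starting fluorescence, not activating the receptor alone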;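 also: compound read alongside a low EC10 to EC30 dose of BAM8-22 agonist; peak minus trough fluorescence over baseline measured at the second addition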
TRPC4 inh: blocks the mouse TRPC4 cation channel. HEK293 TRPC4beta/mu-opioid, DAMGO-evoked Fluo4 calcium flux; active compounds read low. 300,000 compounds, 0.39% hits. B-score at 10 µM. Q9QUQ5. AID 2247;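 active = B-score over 3 SD under the library average, no early fluorescence shift, positive overall ratio signal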
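Signal: kinetic Fluo4 fluorescence imaging of calcium influx. Material: stable TRPC4beta/mu-opioid receptor HEK293 cells. Probe or stimulus: DAMGO in two steps, submaximal then maximal.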
MrgX1 ag: agonists of human MrgX1 receptor | B-score at 10 µM | AID 588627 | MrgX1-HEK293 cells, Fluo-4 calcium fluorescence, agonist mode; active compounds read high | 310,000 compounds, 0.44% hits;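 active = calcium response B-score plate-corrected fluorescence ratio at least 3 library SD, with starting fluorescence B-score inside 5 SD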
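times = overnight plating, then 30 min 37 °C plus 30 min room-temperature dye loading | assay system = stable human MrgX1 HEK293 cell line | input = fifteen thousand cells per well | signal = kinetic calcium dye fluorescence, Fluo-4 NW | dosing = compound delivered in addition one of three | read-out = B-scored fluorescence response ratio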
TRPC6 act: activators of mouse TRPC6 channel | B-score at 10 µM | 310,000 compounds, 0.13% hits | HEK293-TRPC6 membrane potential dye fluorescence; active compounds read high | Q61143 | AID 2550;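 active = B-score of the integrated fluorescence ratio above library mean plus 3 SD, and starting fluorescence ratio within library mean plus 5 SD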;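 also: higher score means more depolarization so channel activation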
SKKanGAS inh: blocks kanamycin growth of S. pyogenes SKKanGAS strain. BacTiter-Glo, 6 h. inhibition, % at 7.5 µM. 300,000 compounds, 1.3% hits. AID 1662;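 active = mean replicate score, as percent of positive control median, at least 50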;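 also: strain carries kanamycin resistance gene driven by streptokinase promoter and grows in 40 µg/ml kanamycin; loss of luminescence reflects streptokinase promoter inhibition or plain growth inhibition; 0% = median of DMSO wells and 100% = positive control at its reference dose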
TMEM16A act: activators or potentiators of mouse TMEM16A chloride channel; HEK293 TMEM16A/YFP-H148Q/I152L, iodide quench fluorescence; active compounds read low; 340,000 compounds, 0.3% hits; Q8BHY3; B-score at 10 µM;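 active = fluorescence-ratio B-score plate-corrected deviation score at least 3 library SD below zero, with starting fluorescence score within 5 deviations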;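 also: channel opened by trigger with iodide after compound preincubation; score built on the fluorescence ratio of max minus min over baseline; more negative score means more quench and so TMEM16A activation or potentiation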
ANO1 block: inhibitors of mouse TMEM16A calcium-activated chloride channel; HEK293 TMEM16A/YFP iodide influx fluorescence, ionomycin; normalized B-score (activity score, 25-100; higher = stronger inhibition) at 10 µM; 310,000 compounds, 1.2% hits;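 active = ratio plate-corrected score three or more library SD toward inhibition, starting fluorescence score within five deviations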;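 also: score derived from kinetic fluorescence span divided by baseline fluorescence per well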
* marks the source's active call; other numbers are inactive results; i = inactive; nt = no result given.

SMILES	TRPC4 potent	MrgX1 antagonist	TRPC4 agonist	TRPC6 inhibitor	MrgX1 allo act	TRPC4 inh	MrgX1 ag	TRPC6 act	SKKanGAS inh	TMEM16A act	ANO1 block
COc1ccc(OC)c(-n2c(SCC(=O)Nc3cccc(S(N)(=O)=O)c3)nc3ccccc3c2=O)c1	i	i	i	i	i	i	i	i	-7	i	i
CN(C(=O)C1CCCO1)c1nnc(-c2ccccn2)s1 (configuration not stated)	i	i	i	i	i	i	i	i	0	i	i
COc1ccc(NS(=O)(=O)c2ccc(C)cc2)c([N+](=O)[O-])c1	i	i	i	i	i	i	i	i	-11	i	i
O=C(NCc1ccco1)[C@@H]1CCCN1C(=O)c1cccs1	i	i	i	i	i	i	i	i	-4	i	i
O=C(c1cc(COc2c(F)cccc2F)on1)N(Cc1ccccc1)CC1CC1	i	i	i	i	i	i	i	i	2	i	i
COc1ccc(Cl)c2sc(N3CCN(C(C)=O)CC3)nc12	i	i	i	i	i	i	i	i	-6	i	i
COc1cccc(N2CC(NS(=O)(=O)c3cccs3)CC2=O)c1 (configuration not stated)	i	i	i	i	i	i	i	i	-3	i	i
CCOc1ccc(C2C(C#N)=C(N)Oc3nc[nH]c(=O)c32)cc1OC (configuration not stated)	i	i	i	i	i	i	i	i	2	i	i
Cc1ccc(CNC(=O)CSc2nc3ccsc3c(=O)n2Cc2ccccn2)cc1	i	i	i	i	i	i	i	i	4	i	i
CCOc1ccc(S(=O)(=O)N2CCN=C2c2ccccc2)cc1	i	i	i	i	i	i	i	i	19	i	i
Cc1ccc2cccc(Oc3ncnc4sc(C)c(C)c34)c2n1	i	i	i	i	i	i	i	i	9	i	i
CC(=O)N1CCN(C2=Nc3cccc4cccc2c34)CC1	i	i	i	-8.1*	i	i	i	i	-2	i	i
CCOC(=O)c1cc[nH]c1C	i	i	i	i	i	i	i	i	4	i	i
CCCCOc1ncnc2c1[nH]c1ccc(F)cc12	i	i	i	i	i	i	i	i	-7	i	25*
O=C(COc1ccc([N+](=O)[O-])cc1)NCc1ccncc1	i	i	i	i	i	i	i	i	1	i	i
CCCCCCn1nc(C(=O)N(CCOC)c2c(N)n(CCCC)c(=O)[nH]c2=O)c2ccccc2c1=O	i	i	i	i	i	i	i	i	3	i	i
CC(C)Nc1nc(Cl)nc(NC2CCCCC2)n1	i	i	i	i	i	i	i	i	8	i	i
C/C(=N\NS(=O)(=O)c1ccccc1)c1cccc(NC(=O)c2cccc(Cl)c2)c1	i	i	i	i	i	i	i	i	19	i	i
CC(=O)Nc1ccc(NS(=O)(=O)c2ccc(-c3cnc(C4CC4)o3)cc2)cc1	i	i	i	i	i	i	i	i	-12	i	i
COc1ccc2c(c1)CCc1c(C(=O)N3CCCC3)noc1-2	i	i	i	i	i	i	i	i	-16	i	i
CC1CCCC(C)N1CCCNC(=O)c1ccc2c(c1)NC(=O)c1ccccc1S2 (configuration not stated)	i	i	i	i	i	i	i	i	-2	i	i
Cc1ccc(S(=O)(=O)/N=C(/NC(=S)Nc2c(C)n(C)n(-c3ccccc3)c2=O)c2ccccc2)cc1	i	i	i	i	i	i	i	i	-11	i	i
Fc1cc(Cl)ccc1NC(=S)NCCN1CCOCC1	i	i	i	i	i	i	i	i	2	i	i
O=C(NCCc1ccc(Cl)cc1)c1ccc(S(=O)(=O)N2CCCC2)cc1	i	i	i	i	i	i	i	i	-11	i	i
Cc1csc(NC(=O)CSc2ccc3nnc(CCNS(=O)(=O)c4ccccc4)n3n2)n1	i	i	i	i	i	i	i	i	-9	i	i

Two compounds from above, showing only TRPC6 inhibitor and ANO1 block:
Molecule	TRPC6 inhibitor	ANO1 block
COc1ccc2c(c1)CCc1c(C(=O)N3CCCC3)noc1-2	i	i
CC1CCCC(C)N1CCCNC(=O)c1ccc2c(c1)NC(=O)c1ccccc1S2 (configuration not stated)	i	i

(continued)
SMILES	TRPC4 potent	MrgX1 antagonist	TRPC4 agonist	TRPC6 inhibitor	MrgX1 allo act	TRPC4 inh	MrgX1 ag	TRPC6 act	SKKanGAS inh	TMEM16A act	ANO1 block
CC(=O)NCCn1c(SCC(=O)OCc2ccccc2)nc2ccccc2c1=O	i	i	i	i	i	i	i	i	6	i	i
Cn1c(COc2ccccc2)nnc1SCC(=O)NNC(=O)C1CCCCC1	i	i	i	i	i	i	i	i	1	i	i
CC(C)C(=O)N(Cc1cc2ccccc2[nH]c1=O)C(C)C	i	i	i	i	i	i	i	i	-7	i	i
CCCNC(=O)CCc1nnc2ccc(N3CCC(C)CC3)nn12	i	i	i	i	i	i	i	i	-1	i	i
O=C(NCc1ccc(F)cc1)c1ccc(CS(=O)(=O)Cc2ccc(F)cc2)o1	i	i	i	i	i	i	i	i	-4	i	i
NC(=O)C1CC(=O)N(c2ccc(OCc3ccc(Cl)cc3)cc2)C1 (configuration not stated)	i	i	i	i	i	i	i	i	-3	i	i
C=CCN(CC=C)C(=O)C1CC(=O)N(c2ccc(Br)cc2)C1 (configuration not stated)	i	i	i	i	i	i	i	i	0	i	i
CCCCCCC(O)(c1ccccc1)C(CN1CCOCC1)c1ccccc1 (configuration not stated)	i	i	i	i	i	i	i	i	1	i	i
Cc1nnc(SCc2nnc(-c3cccs3)o2)s1	i	i	i	i	i	i	i	i	-1	i	i
COc1cccc(C2=NOC(C(=O)NC(C)C)C2)c1 (configuration not stated)	i	i	i	i	i	i	i	i	-2	i	25*
CCC(c1nnnn1Cc1ccco1)N(Cc1ccccc1OC)Cc1cc2cc(C)ccc2[nH]c1=O (configuration not stated)	i	i	i	i	i	i	i	i	22	i	i
Cc1cc(=O)n(C)c(=O)n1CCCCCCN1CCCC1	i	i	i	i	i	i	i	i	9	i	i
COc1ccc(NC(=S)Nc2ccccc2Cl)cn1	i	i	i	i	i	i	i	i	5	i	i
COc1cc(N(C)C)c([N+](=O)[O-])cc1C(=O)NC(C)CNc1ccc([N+](=O)[O-])cc1Cl (configuration not stated)	i	-6.1*	i	i	i	i	i	i	-6	i	i
COc1ccc(N2CCC(N3CCN(C)C(CCO)C3)CC2)cc1 (configuration not stated)	i	i	i	i	i	i	i	i	-3	i	i
COc1cc2c(cc1OC)C(c1cc(Br)ccc1F)N(C(=O)CCl)CC2 (configuration not stated)	i	i	i	i	i	i	i	i	-3	i	i
O=C(Oc1ccccc1C(=S)N1CCCCC1)c1cc([N+](=O)[O-])cc([N+](=O)[O-])c1	i	i	i	i	i	i	i	i	-4	i	i
COc1ccc(S(=O)(=O)Nc2ccc(S(=O)(=O)N3CCCCC3)cc2)cc1C	i	i	i	i	i	i	i	i	10	i	i
Clc1ccc(Nc2ccc(NCc3ccccc3)nn2)cc1	i	i	i	i	i	i	i	i	-5	i	i
Cc1ccc(NC(=O)C(C)Sc2nnc(C)n2CC2CCCO2)cc1 (configuration not stated)	i	nt	i	i	nt	i	nt	i	1	i	nt
CCN(CC)CCn1c(/N=C/c2cc(Br)ccc2O)nc2ccccc21	i	i	i	i	i	i	i	i	-1	i	i
C/C=C(\C)C(=O)OC1c2c(ccc3ccc(=O)oc23)OC(C)(C)C1OC(C)=O (configuration not stated)	i	i	i	i	i	i	i	i	2	i	i
COc1ccc(S(=O)(=O)c2ccc(OC)c(OC)c2)cc1OC	i	i	i	i	i	i	i	i	4	i	i
Cc1cccc(C(=O)NNC(=S)NC(=O)c2cccs2)c1	i	i	212*	i	i	i	137*	i	76*	i	i
CCOc1ccc(N(CC(=O)NCCSc2ccccn2)S(=O)(=O)c2ccc(Cl)cc2)cc1	i	i	i	i	i	i	i	i	2	i	i
Next part.
SMILES	TRPC4 potent	MrgX1 antagonist	TRPC4 agonist	TRPC6 inhibitor	MrgX1 allo act	TRPC4 inh	MrgX1 ag	TRPC6 act	SKKanGAS inh	TMEM16A act	ANO1 block
CN(C)S(=O)(=O)c1cccc(NC(=O)CSc2nc3c(cc2C#N)C(=O)CC(C)(C)C3)c1	i	i	i	i	i	i	i	i	6	i	i
Cc1ccc(Nc2nc(N)nc(CSc3ncccn3)n2)cc1	i	i	i	i	i	i	i	i	-2	i	i
CC(=O)C1=NN(c2ccccc2)C2(S1)S/C(=C\c1ccccc1)C(=O)N2c1ccccc1 (configuration not stated)	i	i	i	i	i	i	i	i	-9	i	i
CC1CCN(S(=O)(=O)c2ccc3c(c2)CCN3C(=O)C2CCC2)CC1	i	i	i	i	i	i	i	i	-3	i	i
CCN(Cc1ccccc1)C(=O)c1cc(S(=O)(=O)N2CCOCC2)ccc1N1CCCC1	i	i	i	i	i	i	i	i	-7	i	i
Cc1cc(SCc2ccc(Cl)c(Cl)c2)nc(=O)[nH]1	i	i	i	i	i	i	i	i	-9	i	i
CC1=C(/C=N/Nc2ccc([N+](=O)[O-])cc2[N+](=O)[O-])C(C)(C)CCC1	i	i	i	i	i	i	i	i	7	i	i
N#C/C(=C1/CCCCCN1)c1nc2ccccc2[nH]1	i	i	i	i	i	i	i	i	-9	i	i
Cn1nc(-c2ccc(C(=O)Nc3ccc(F)cc3)cc2)c2ccccc2c1=O	i	i	i	i	i	i	i	i	2	i	i
COc1ccc(-c2nnc(SCc3ccccc3F)o2)cc1	i	i	i	i	i	i	i	i	-6	i	i
CC(NC(=O)CN(c1ccc(F)cc1)S(C)(=O)=O)c1ccccc1 (configuration not stated)	i	i	i	i	i	i	i	i	19	i	i
CCOC(=O)C1(Cc2cccc(OC)c2)CCCN(CCO)C1 (configuration not stated)	i	i	i	i	i	i	i	i	-4	i	i
COc1ccc(C)cc1NC(=O)CCN1CCN(C/C=C/c2ccccc2)CC1	i	i	i	i	i	i	i	i	4	i	i
Cn1c(SCc2ccccn2)nnc1-c1ccncc1	i	i	i	i	i	i	i	i	3	nt	i
COc1ccc(CN2CCC(CO)(Cc3ccccc3C(F)(F)F)CC2)c(F)c1	i	i	i	i	i	i	i	i	-10	i	i
O=C(Nc1ccc2c(c1)OCO2)c1ccc([N+](=O)[O-])cc1[N+](=O)[O-]	i	i	i	i	i	i	i	i	-6	i	i
CN(C)S(=O)(=O)c1ccc(C(=O)NCC(=O)Nc2ccc(F)c(F)c2)cc1	i	i	i	i	i	i	i	i	-4	i	i
CCOCC(=O)Nc1c(C(=O)Nc2ccc3c(c2)OCCO3)oc2ccccc12	i	i	i	i	i	i	i	i	-16	i	i
